Bioassay records deposited in PubChem by National Center for Advancing Translational Sciences (NCATS).
DRD3 antagonist = antagonists of human D3 dopamine receptor | P35462 | max response, negative = inhibition, % | D3R cells, DiscoveRx beta-arrestin luminescence, antagonist mode; hits give low values | actives 2.5% (n = 360,000); in the data active = max response below about -50%; inconclusive = no clear call, values can overlap the other calls; note: % is set by controls: 0 for no effect and ±100 for the full control effect; mostly tested at two doses, the higher about 12 µM
Target sequence (P35462 whole entry, looked up): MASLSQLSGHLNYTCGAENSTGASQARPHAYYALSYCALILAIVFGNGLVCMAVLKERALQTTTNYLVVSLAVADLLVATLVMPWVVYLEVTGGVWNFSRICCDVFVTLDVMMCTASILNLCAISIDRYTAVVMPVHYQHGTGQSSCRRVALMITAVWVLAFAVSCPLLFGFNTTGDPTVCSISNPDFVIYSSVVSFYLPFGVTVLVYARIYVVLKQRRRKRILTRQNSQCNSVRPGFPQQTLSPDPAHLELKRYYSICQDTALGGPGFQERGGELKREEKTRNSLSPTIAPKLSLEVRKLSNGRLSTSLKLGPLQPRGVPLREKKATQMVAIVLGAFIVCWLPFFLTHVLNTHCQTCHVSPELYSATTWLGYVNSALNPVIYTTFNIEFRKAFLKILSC
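Cells plated overnight at 1500 cells/well, then exposed to library compounds with dopamine controls for 90 minutes at 37 degrees C. DiscoveRx reagent added for 30–60 minutes at room temperature; luminescence read, quantitative HTS format.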
GLP1R inv ag = GLP-1 receptor (human) inverse agonism. P43220. HEK293 GLP-1R CRE-luciferase, luminescence, 24 h; GLP-1R form is constitutively active. Potency, µM (highest dose often 38.3 µM), inactives show at the top dose activity change, negative = inhibition, actives largely listed as inhibitors. actives 1.6% (n = 410,000). AID 624417; note: potency is the fitted concentration of half-maximal effect; % is set by controls: 0 for no effect and ±100 for the full control effect; nearly all actives have a fitted effect of over 55% in size
Target sequence (P43220 whole entry, looked up): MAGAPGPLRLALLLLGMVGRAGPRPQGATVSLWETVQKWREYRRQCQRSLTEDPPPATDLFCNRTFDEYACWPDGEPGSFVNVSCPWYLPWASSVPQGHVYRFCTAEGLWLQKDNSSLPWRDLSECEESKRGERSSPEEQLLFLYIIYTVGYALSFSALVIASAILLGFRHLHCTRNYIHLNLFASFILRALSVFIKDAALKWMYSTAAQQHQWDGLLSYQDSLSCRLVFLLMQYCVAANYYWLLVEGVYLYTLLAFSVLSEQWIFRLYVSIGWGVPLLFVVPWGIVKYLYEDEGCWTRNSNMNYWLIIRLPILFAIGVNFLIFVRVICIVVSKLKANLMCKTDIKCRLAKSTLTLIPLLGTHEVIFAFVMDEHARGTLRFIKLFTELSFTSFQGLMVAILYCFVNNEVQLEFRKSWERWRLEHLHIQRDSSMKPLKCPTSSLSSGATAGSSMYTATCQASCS
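Stable HEK293 clone (constitutively active GLP-1R + cAMP-response luciferase); 200 cells/uL plated, 12 h pre-culture, compound 24 hr, 37 deg C/5% CO2; detection reagent 12 min RT; luminescence.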
TDP43 rescue = inhibitors of TDP-43 toxicity in yeast | TDP-43 expressing yeast growth rescue, BacTiter-Glo, 24 h | actives 1.8% (n = 410,000) | AID 652104 | Potency, µM (top dose mostly 46.1 µM), inactives show at the top dose growth rescue (activation), hits mostly activators; note: potency is the fitted concentration of half-maximal effect; % of control where 0% means no effect; nearly all actives have a fitted effect of over 50% in size
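Yeast expressing TDP-43 (pregrown in raffinose, seeded at OD600=0.02 in galactose medium) exposed to compounds 24 hr at 30 deg C. Growth read by BacTiter-Glo luminescence; rescue of toxicity appears as increased signal.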
PTHR1 agonist = agonists of human PTHR1 parathyroid hormone receptor; Q03431; HEK293 GP2 PTHR1 cells, GloSensor cAMP luminescence, 1 h; Potency, µM (top dose mostly 115 µM), for inactives: at the top dose activation, hits mostly activators; actives 0.075% (n = 410,000); note: potency is the fitted concentration of half-maximal effect; nearly all actives have a fitted effect of over 55% in size; some results filed as inactive show a strong effect at the top dose; inactives centre near -15; many of its hits are not listed in these tables
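HEK-293-derived GP2 cells expressing PTHR1 and a GloSensor cAMP reporter, 3,000/well, plated overnight, given luciferin plus IBMX (each 0.5 mM as added) for 1 h at 37 °C, then compound for 1 h at 37 °C. Luminescence was read after 15 min at room temperature.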
pAkt inh = inhibitors of Akt phosphorylation; Neuro2A IGF-stimulated pAkt S473 HTRF, 20 min; hits give low values; activity change, % for hits at 50 µM; actives 0.32% (n = 360,000); AID 651550; in the data active = activity change below about -80%; inconclusive = mostly about -51% to -80%; note: % is set by controls: 0 for no effect and ±100 for the full control effect
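Neuro2A cells in DMEM with 0.5% FBS, overnight at 37 deg C, given compound at single 50 µM final, then IGF (6 nM final) for 20 min at 37 deg C. Lysed; phospho-Akt Ser473 by HTRF after 24 h, 665/615 ratio.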
aSyn yeast inh = alpha-synuclein toxicity inhibition in yeast; actives 0.14% (n = 370,000); Potency, µM (highest dose often 46.1 µM), inactives show top-dose growth rescue (activation), most hits filed as activators; Yeast expressing alpha-synuclein, growth rescue, BacTiter-Glo, 24 h; note: potency is the fitted concentration of half-maximal effect; % of control where 0% means no effect; nearly all actives have a fitted effect of over 65% in size
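Rescue of yeast growth: cells expressing toxic alpha-synuclein, induced in galactose at OD600 0.02, incubated with compound 24 h at 30 C. ATP luminescence quantified growth; inhibitors of toxicity appear as activators.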
GLP1R ag = GLP-1 receptor (human) agonism | Potency, µM (titrated, usually from 45.6 µM), for the others: at the top dose activation, hits mostly activators | P43220 | actives 0.007% (n = 380,000) | HEK293 GLP-1R CRE-luciferase, luminescence, 4-6 h; cells express a hypersensitive GLP-1R form; note: potency is the fitted concentration of half-maximal effect; % of control where 0% means no effect
Abeta yeast res = restores growth of yeast expressing A-beta42 peptide. AID 1347071. yeast expressing A-beta42, growth rescue, OD600, 48 h; response scale: 0% DMSO, 100% iron-clioquinol control. actives 0.063% (n = 410,000). Potency, µM (highest dose often 46.1 µM), for inactives: at the top dose growth rescue, most hits filed as activators; note: potency is the fitted concentration of half-maximal effect; nearly all actives have a fitted effect of over 55% in size
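Growth rescue measured by 600 nm absorbance after 48 h yeast culture at 30 C with compound. Values normalized between DMSO and an equimolar ferric chloride plus clioquinol control.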
FUS yeast rescue = rescues growth of FUS-expressing yeast; S. cerevisiae FUS-expressing, growth rescue, OD600, 24 h; Potency, µM (highest dose often 76.6 µM), for inactives: at the highest dose growth rescue (activation), actives largely listed as activators; actives 0.24% (n = 390,000); AID 1347120;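 note: potency is the fitted concentration of half-maximal effect; plate controls were DMSO vehicle for no effect and reference control for full effect; nearly all actives have a fitted effect of over 55% in size; some results filed as inactive show a strong effect at the top dose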
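Compound concentration series was pinned onto galactose-induced FUS-expressing yeast seeded at OD 0.005. Plates sat 24hr at 30C; absorbance at 600 nm gave growth. DMSO served as background control.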
* hit, by the source's call; i = inactive; ? = inconclusive; nt = no result given; [ ] = another dose, or the depositor's remark. Unless noted, calls come from the whole dose curve; as a rule, active = well fitted curve in the direction sought with a large enough effect; inconclusive = small, poorly fitted or top-dose-only effect, or another doubt; inactive = no such curve, though single readings can be large; an effect the other way counts as inactive or inconclusive. An excerpt; count on the stated rates, not on these rows.

SMILES | DRD3 antagonist | GLP1R inv ag | TDP43 rescue | PTHR1 agonist | pAkt inh | aSyn yeast inh | GLP1R ag | Abeta yeast res | FUS yeast rescue
CCc1ccc(NC(=O)CCn2cnc3ccccc3c2=O)cc1 | nt | 2% | 0% | i | nt | nt | nt | -15% | 14%
CCCCN(C(=O)C1CSC2(C)CCC(=O)N12)c1c(N)n(CC(C)C)c(=O)[nH]c1=O (configuration not stated) | -16 | 0% | -14% | i | i | -3% | -30% | -10% | nt
O=c1[nH][nH]c(-c2ccccc2)c1C=Nc1ccccc1 | 6 | 5% | 7% | i | i | -3% | 10% | 16% | -17%
O=C(CN1CCN(Cc2ccc(F)cc2)CC1)Nc1ccccc1F | 12 | -14% | 1% | -24% | i | 5% | 2% | -6% | -28%
COc1ccc(C2=NC(c3ccncc3)=Nc3ccc(Br)cc3N2)cc1 | nt | -24% | -1% | -8% | nt | nt | nt | -13% | 38%
CC(C)(C)NC(=O)c1ccc2c(c1)C(=O)N(Cc1ccco1)C2=O | -12 | -4% | -2% | ? | i | -5% | 10% | -16% | -8%
C=CCNC(=O)c1ccccc1NC(=O)Nc1ccccc1 | 5 | 18% | -9% | -3%[57.5 µM] | i | 0% | 22% | 2% | -4%
CN(Cc1ccon1)Cc1cn(C)nc1-c1ccc2c(c1)OCCO2 | 2 | 8% | -3% | i | i | -1% | 4% | -3% | -7%
O=C(NCC(c1ccc2c(c1)OCO2)N1CCOCC1)c1cccc(Cl)c1 (configuration not stated) | nt | 14% | 0% | ? | nt | nt | nt | -11% | 6%
OC(COc1ccc2ccccc2c1)CN1CCCC1 (configuration not stated) | ? | 0% | -29% | 25% | i | 2% | -8% | -16% | -6%
CC(=O)NC(N1CCCCC1)C(F)(F)C(F)(F)C(F)(F)C(F)F (configuration not stated) | 17 | 1% | -22% | -4%[57.5 µM] | nt | 0% | -1% | 9% | 23%
CC(C)(C)c1ccc(NC(=O)Nc2ccc3ccccc3n2)cc1 | 2 | 2% | 9% | i | i | -3% | -1% | -11% | -9%
Fc1ccccc1/C=N/n1c(C2CCCCC2)n[nH]c1=S | -14 | -27% | ? | i | i | -8% | 7% | ? | -7%
C[n+]1ccc(/C=C/c2c[nH]c3ccc(F)cc23)cc1 | -15 | -25% | -5% | i | i | -2% | -5% | -15% | -17%
Cc1cc(NC(=O)Cn2cnc3c(cnn3C(C)(C)C)c2=O)no1 | 0 | 5% | -6% | i | i | -7% | 7% | -3% | -6%
COc1ccccc1-c1nc2ccccc2nc1-c1ccccc1OC | 8 | -26% | 25% | -25% | i | ? | 11% | -5% | nt
CC(=O)c1c(C)[nH]c(C(=O)COC(=O)CN(C)S(=O)(=O)c2ccc(Cl)cc2)c1C | -19 | 19% | 0% | -7%[57.5 µM] | i | 0% | 1% | -2% | ?
CCCc1nc(SCC(=O)NNC(=O)C2CCCCC2)c2ccccc2n1 | 5 | -12% | -12% | i | i | -3% | -4% | 14% | -11%
Cc1ccc(CN(C(=O)COc2ccc(F)cc2)C2CCS(=O)(=O)C2)o1 (configuration not stated) | nt | 0% | 12% | i | nt | nt | nt | -2% | -8%
COc1ccc(CCNC(=O)C(=O)NCC2OCCCN2S(=O)(=O)c2cc(C)ccc2C)cc1 (configuration not stated) | 16 | ? | 18% | -36% | i | -2% | 9% | 11% | 5%
O=C1C=C(c2ccc3c(c2)OCCO3)C[C@@H](c2ccc(F)cc2)C1 | ? | ? | 22µM* | i | i | 0% | 21% | ? | 31%
COc1ccc(OCCOc2ccc(/C=C3\C(=N)N4N=C(C)SC4=NC3=O)cc2)cc1 | -16 | 15% | -2% | 0% | i | 8% | -2% | -23% | -9%
CCOc1cccc(N2C(=O)CC(N3CCC(C(N)=O)(N4CCCCC4)CC3)C2=O)c1 (configuration not stated) | 0 | 2% | 16% | i | i | 5% | 2% | 12% | 10%
Cc1cccc(NS(=O)(=O)c2ccc(NC(=O)N3CCCCC3)cc2)c1 | 15 | -26% | 14% | -41%[inhibitor] | i | 5% | 13% | 9% | nt
Cc1cc(C)c(S(=O)(=O)n2cnc(C)c2)c(C)c1 | nt | -9% | 8% | -7% | nt | nt | nt | -4% | -17%
COC(=O)c1ccccc1COn1c(=O)c(C)[n+]([O-])c2ccccc21 | 14 | 21% | 3% | i | i | -2% | 6% | -8% | 12%
COCCn1c(SCC(=O)NC2CCCC2)nc2ccccc2c1=O | 2 | 8% | -23% | i | i | -11% | 0% | 7% | -8%
COc1ccc(NS(=O)(=O)c2ccc(S(=O)(=O)N3CCOCC3)cc2)cc1 | -14 | -7%[0.307 µM] | -28% | i | i | -2% | 0% | 11% | 18%
COc1ccc(S(=O)(=O)NCc2ccccn2)cc1Cl | -24 | 1% | -7% | -2%[57.5 µM] | i | -1% | 1% | -5% | -18%
CCOc1ccc(OCCN2CCCCC2)cc1 | -18 | 2% | 13% | i | i | -12% | -11% | 0% | nt
CC(C)(C)c1ccc(Cn2nnc3c(=O)[nH]c(C4CCN(C(=O)c5ccco5)CC4)nc32)cc1 | 8 | ? | 14% | -5% | i | -3% | 21% | 13% | ?
O=C(O)c1ccc(CN2C[C@@H](CO)O[C@@H](n3cnc4c(Nc5ccccc5)ncnc43)C2)cc1 | 50 | 19% | 25% | 7% | i | 2% | -4% | 10% | 7%
COc1ccc(/C=N\NC(=O)c2sc(N)nc2C)cc1OC | 5 | 129%[activator] | 2% | i | i | -1% | 27% | -8% | 15%
COc1ccc(S(=O)(=O)N2CCCCC2)cc1NC(=O)CCc1cc(OC)c(OC)c(OC)c1 | 2 | 0% | 23% | 0% | i | -5% | 4% | 1% | 16%
Cc1ccc(Oc2ncccc2/C=N/O)cc1 | 6 | 16% | 21% | i | i | 2% | -2% | 19% | -25%
CC(OC(=O)CCN=C1NS(=O)(=O)c2ccccc21)C(=O)NCc1ccccc1 (configuration not stated) | 12 | -16% | 26% | -24% | i | -4% | 8% | 11% | 10%
Cc1ccc(S(=O)(=O)NCCCC(=O)C=[N+]=[N-])cc1 | 11 | 0% | -11% | i | i | 4% | 9% | 11% | 0%
CCOC(=O)c1cccc(NC(=O)c2ccc(NC(=O)c3ccco3)cc2)c1 | 22 | -10% | 3% | -16% | i | -4% | 8% | 8% | 32%
CC(C)(C)OC(=O)C1C(=O)CC(C)(O)C(C(=O)OC(C)(C)C)C1c1ccco1 (configuration not stated) | 2 | ? | -32%[inhibitor] | i | i | -2% | -13% | -9% | 63%
CCCCSc1nc(-c2cccc(OC)c2)nc2c1Cc1c(CO)cnc(C)c1O2 | nt | 0% | 8% | i | nt | nt | nt | -5% | -27%
CC1CN(C(=O)/C=C/c2ccc(SC(F)F)cc2)CC(C)O1 (configuration not stated) | -12 | ? | -17% | -7% | i | -5% | 20% | -27% | 2%
COc1ccc(C(c2oc(CO)cc(=O)c2O)c2oc(CO)cc(=O)c2O)cc1OC | 0 | 3% | nt | -21% | i | 0% | -3% | -22% | 15%
c1ccc(-c2ccc(OCCN3CCOCC3)cc2)cc1 | 13 | -17% | 7% | -22% | i | 7% | -3% | -4% | -5%
CCOC(=O)C1=C(C)C(c2ccccc2OC)NC(=O)N1 (configuration not stated) | ? | 18% | -23% | i | i | -5% | -2% | -9% | -28%
O=C(Nc1ccncc1)c1cccc(S(=O)(=O)N2CCN(c3ccc(F)cc3)CC2)c1 | -4 | ? | 0% | ? | i | -5% | -3% | -17% | 17%
COc1ccc(C(=O)NCC(=O)OCC(=O)Nc2cc(OC)ccc2OC)cc1 | 24 | 0% | -5% | i | i | -32% | 10% | 12% | 7%
Cn1c(N)c(C#N)c(C#N)c1-c1ccccc1 | 1 | 3% | 14% | -5% | i | 6% | -7% | -7% | -1%
[O-]c1c[n+](-c2ccc(-[n+]3cc([O-])on3)cc2)no1 | 12 | -7% | -1% | i | i | -2% | 0% | -13% | 7%

Copied from the list.
GLP1R ag, O=C(Nc1ccncc1)c1cccc(S(=O)(=O)N2CCN(c3ccc(F)cc3)CC2)c1 = -3%
FUS yeast rescue, CCOC(=O)C1=C(C)C(c2ccccc2OC)NC(=O)N1 (configuration not stated) = -28%

Reformatted in markdown: entries from further up.
| Structure | DRD3 antagonist | GLP1R inv ag | TDP43 rescue | PTHR1 agonist | pAkt inh | aSyn yeast inh | GLP1R ag | Abeta yeast res | FUS yeast rescue |
| --- | --- | --- | --- | --- | --- | --- | --- | --- | --- |
| COc1ccc(C(=O)NCC(=O)OCC(=O)Nc2cc(OC)ccc2OC)cc1 | 24 | 0% | -5% | i | i | -32% | 10% | 12% | 7% |
| COc1ccc(C(c2oc(CO)cc(=O)c2O)c2oc(CO)cc(=O)c2O)cc1OC | 0 | 3% | nt | -21% | i | 0% | -3% | -22% | 15% |
| Cn1c(N)c(C#N)c(C#N)c1-c1ccccc1 | 1 | 3% | 14% | -5% | i | 6% | -7% | -7% | -1% |
| O=C(Nc1ccncc1)c1cccc(S(=O)(=O)N2CCN(c3ccc(F)cc3)CC2)c1 | -4 | ? | 0% | ? | i | -5% | -3% | -17% | 17% |
